# High-throughput results (PubChem BioAssay)
# Lipid storage S3 – qHTS Assay for Lipid Storage Modulators in Drosophila S3 Cells; 320,000 tested, 0.64% active; Drosophila S3 cells, BODIPY lipid droplet fluorescence, 18-24 h; cells fed with added oleic acid; Potency in µM for hits, for the others lipid storage change, negative = inhibition, % at the top dose, mostly 46.1 µM; AID 2685; active = well fitted inhibition curve with a large enough effect in the signal ratio, with a control signal flat, not every such curve was filed as active; inconclusive = small, poorly fitted or top-dose-only effect, or effect the other way, or a change in a side signal; the % refers to the signal ratio
#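 Laser-scanning cytometry quantifies lipid droplet accumulation (500–530 nm total intensity; droplet/cell object ratio) in oleic acid-fed (400 uM added) Drosophila S3 cells treated with a concentration series. 20 uM Triacsin C defined 100% inhibition.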
# Lipid storage S3 cell count max – recorded beside Lipid storage S3, whose call it bears; cell number change, %; measured here: cell count max response;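 cells counted by Cell Tracker Red CMTPX staining in the red channel; peak over a dose series mostly up to 46.1 µM; percent activity relative to internal control wells on each plate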
# * marks the source's active call; other numbers are inactive results; i = inactive; ? = inconclusive; . = not tested or not shown; [ ] = dose if it differs, or a comment. % is set by controls: 0 for no effect and ±100 for the full control effect; potency is the fitted concentration of half-maximal effect. The list is partial; count on the stated rates, not on these rows.
SMILES,Lipid storage S3,Lipid storage S3 cell count max
O=C1CN(S(=O)(=O)c2cc(C(=O)O)ccc2Cl)c2ccccc2N1,?,.
CCCOc1ccc(C(=O)NC(=S)Nc2nc3ccccc3s2)cc1,?,.
CCCCc1cc(=O)oc2cc(OCc3nn[nH]n3)ccc12,-1%,8
NNC1=N[C@H]2CS(=O)(=O)C[C@H]2S1,10%,11
CCN(c1ccccc1)S(=O)(=O)c1cc(C(=O)Nc2ccccc2Cl)ccc1F,9%,0
Cc1cccc2cc3c(NC(=O)C(C)(C)C)nn(CC(C)C)c3nc12,-8%,-10
O=C(c1cccs1)n1nc(-c2ccc(Cl)cc2)nc1NCc1ccco1,-7%,-12
O=C(CN1CCCCCC1)Nc1ccccc1,?,.
O=c1c2cc(-c3ccccc3)sc2nc2n1N=C(c1cccs1)CS2,13%,-2
CC(C)C(=O)NCCc1nc2ccccc2n1CCOc1ccccc1,-2%,.
O=C(CCC(=O)c1ccc(Br)cc1)Nc1cccnc1,13%,-2
CN(C(=O)c1ccc(NC(=O)Cc2cccc(NC(=O)C3CCCN(C(=O)C4CCC4)C3)c2)cc1)C1CCCC1 (stereo not drawn),?,.
CCN(CC)S(=O)(=O)c1ccc(C)c(NC(=O)c2cc(C)oc2C)c1,-18%,.
CCOC(=O)c1c(C)[nH]c(C)c1C(=O)COC(=O)c1c(OC)cccc1OC,?,.
Cc1ccc(CN(Cc2ccccn2)C(=O)Nc2c(F)cccc2F)cc1,i,25
Cc1cc(Cl)ccc1OCCCC(=O)NCCCn1ccnc1,?,.
COc1cc(NC(=O)CN2C(=O)c3ccccc3C2=O)c(C(=O)O)cc1OC,-3%,5
Cc1ccc(N(C)C(=O)N2CCN(c3ccccn3)CC2)cc1,i,.
O=c1cc(COc2ccc(Cl)c(Cl)c2)nc2sccn12,?,.
O=C(CSc1nc2scc(-c3ccccc3)c2c(=O)[nH]1)NCCc1ccccc1,4%,24
COc1ccc(-c2cc(C(=O)NCCN3CCOCC3)c3ccccc3n2)cc1OC,?,.
CC1=NN(c2ccccc2)C(=O)/C1=C/C=C/C=C/N(C)C,-2%,2
CCOc1ccc(-n2c(C)nc3cc(C(=O)NCc4ccco4)ccc32)cc1,?,.
CCCCOCC(O)Cn1c(C)nc2ccccc21 (stereo not drawn),?,.
C#CCOCCOCCOCCNc1nc(N2CCN(C(=O)CCCCCCCCCCNC(=O)[C@H]([C@@H](C)CC)n3cc(CCCCN=C(N)N)nn3)CC2)nc(N2CCN(C(=O)CCCCCCCCCCNC(=O)[C@H](CCCCN)n3cc(C)nn3)CC2)n1,?,.
COc1ccc(C2CC(c3ccc(C)cc3)Nc3ncnn32)cc1 (stereo not drawn),i,.
CC(=O)NC(c1ccc(F)cc1)c1cccnc1 (stereo not drawn),11%,8
COc1ccc(Br)cc1CN(C)CC(=O)Nc1cc([N+](=O)[O-])ccc1OC,1%,-8
CCCC1=NN2C(=N)/C(=C\c3ccc(OCCOc4ccc(NC(C)=O)cc4)c(OC)c3)C(=O)N=C2S1,?,.
COc1ccccc1-n1cnc2cc(NCc3ccccn3)ccc21,2%,15
Cc1ccccc1Cn1c(=O)n(CCCC(=O)NCc2ccco2)c(=O)c2sccc21,?,.
Cc1ccc([N+](=O)[O-])cc1NC(=O)CN(C(=O)c1ccccc1Cl)C1CCCCC1,4%,0
COc1c(C)cc(C(=O)C2CCCN(C(=O)c3cc4nc(C)cc(C)n4n3)C2)cc1C (stereo not drawn),3%,0
O=C1CCc2cc(S(=O)(=O)N3CCN(c4ccccc4)CC3)cc3c2N1CCC3,?,.
Cc1cc(C)c(C(=O)/C=C/c2ccc3c(c2)OCO3)c(=O)[nH]1,25%,4
COc1ccc(NC(=O)CN(C)C(=O)c2cc(-c3ccccc3)nc3ccccc23)cc1,6%,25
CN(C)CCCN(C(=O)c1ccco1)c1nc(-c2ccc(Cl)cc2)cs1,?,.
Cc1ccc(OCc2csc(N)n2)cc1,1%,16
C/C(=C\C(=O)c1cccnc1)Nc1ccc(C)c(C)c1,19%,4
CCOc1cc(-n2cnnn2)c(OCC)cc1NC(=O)c1cnccn1,?,.
O=C(NC1CCCC1)C(c1cccnc1)N(C(=O)c1csnn1)c1ccccc1 (stereo not drawn),19%,-11
CCCS(=O)(=O)c1cscc1NC(=O)c1c(-c2c(F)cccc2Cl)noc1C,?,.
COc1ccc(CCNC(=O)CNCC2CCCCC2)cc1OC,-10%,11
Cc1ccc(S(=O)(=O)N2CCN(C(=O)c3ccco3)CC2)cc1,?,.
COC(=O)CCC(=O)N1CN2CN(C(=O)CCC(=O)OC)CC([N+](=O)[O-])(C2)C1,?,.
O=c1c2cccc3c2c(nn1CN1CCOCC1)-c1ccccc1-3,i,-24
COc1ccc(N(C(=O)CNC(=O)c2cccs2)C(C(=O)NCC2CCCO2)c2ccccc2)cc1 (stereo not drawn),-33%,-3
COc1ccccc1NS(=O)(=O)c1cc(C(=O)NCCN2CCOCC2)ccc1Cl,3%,7
O=C(CSc1nc2ccccc2s1)NNC(=S)Nc1ccc(Br)cc1,-1%,-6
Brc1ccc2c(c1)OCCOCCOc1cc(Br)ccc1OCCOCCOCCO2,?,.
COc1ccc(C(=O)c2cccc(C(=O)c3ccc(OC)c(C)c3)c2)cc1C,i,-15
CC1=C(C)CC(C(=O)Nc2ccc3c(c2)OCO3)C(C(=O)O)C1 (stereo not drawn),15%,0
CCC(C)c1ccccc1N1CC(C(=O)Nc2ccc(C)c(S(=O)(=O)N3CCOCC3)c2)CC1=O (stereo not drawn),?,.
C/C(N)=C(/C#N)C(=O)CSc1nnnn1-c1ccc(C)cc1,-24%,-30
CC(C)OP(=O)(OC(C)C)C1(O)C(=O)Nc2ccc(Br)cc21 (stereo not drawn),12%,-17
COc1ccc(CN(N=O)C2CC(=O)N(c3ccc(OC)cc3)C2=O)cc1 (stereo not drawn),?,.
Cc1ccc(CNC(=O)CC(C)S(=O)(=O)c2ccc3c(c2)NC(=O)CO3)cc1 (stereo not drawn),?,.
C/C=C(\C)CN1CCC(n2nccc2NC(=O)CCc2ccccc2)CC1,?,.
CCN(CC)c1ccc(NS(=O)(=O)c2cn(C)c(=O)n(C)c2=O)c(C)c1,?,.
COc1ccccc1N/C(N)=N/c1nc(CSc2nc3ccccc3s2)cc(=O)[nH]1,13%,11

# Additional structures follow.
SMILES,Lipid storage S3,Lipid storage S3 cell count max
Nc1nc(-c2ccco2)nn1C(=O)c1ccccc1Cl,1%,.
C/C(=N\NC(=O)COc1ccc(C(C)(C)C)cc1)c1ccc(-n2ccnc2)cc1,?,.
CC1CCc2sc3ncnc(N4CCN(C)CC4)c3c2C1 (stereo not drawn),?,.
COc1ccc(CC(=O)Nc2cc(S(=O)(=O)N3CCOCC3)ccc2N2CCOCC2)cc1,?,.
CC1(C)CC2(CCCN(C(=S)Nc3ccccc3)C2)CCO1 (stereo not drawn),?,.
c1ccc(Nc2nc(N3CCOCC3)c3ccccc3n2)cc1,?,.
COc1ccc(NC(=O)CN2CCOCC2)cc1S(=O)(=O)N1CCCCC1,?,.
O=C(Cn1c(=O)c2c(ncn2C2CCCC2)n(Cc2ccccc2)c1=O)N1CCc2ccccc21,?,.
Cc1cccc(NC(=O)CCN2C(=O)c3ccccc3S2(=O)=O)c1C,i,-13
O=C(COC(=O)CCCC1=NS(=O)(=O)c2ccccc2N1)Nc1ccc(Br)cc1,4%,27
CC(C)C(=O)NC(=S)Nc1ccccc1F,20%,4
COC(=O)CN(c1cccc(F)c1)S(C)(=O)=O,i,.
COc1ccc2[nH]c(=O)c(CN(C(=O)c3cccnc3)c3ccc(C)cc3)cc2c1,?,.
CCOC(=O)c1c(C)[nH]c(C(=O)CSc2nnc(-c3cccs3)n2Cc2ccccc2)c1C,-9%,4
N#C/C(=C\c1c(N2CCN(c3ccccc3)CC2)nc2ccccn2c1=O)S(=O)(=O)c1ccccc1,-11%,24
CCn1ccc(C(=O)NC2CCCC2)n1,?,.
Cc1cc(C)cc(N(CC(=O)NCc2ccccc2)C(=O)CCC(=O)Nc2ccccn2)c1,?,.
O=C(NNC1=C(C(=O)C(F)(F)F)CCC1)c1ccccc1Cl,?,.
CCCn1c(SCC(=O)Nc2ccccc2OC)nnc1-c1ccco1,i,12
CCOC(=O)c1c(C)c(-c2ccccc2)n(CC(=O)N2CCN(C)CC2)c1C,?,.

# Molecules listed so far that have two or more sulfur atoms:
SMILES,Lipid storage S3,Lipid storage S3 cell count max
CCCOc1ccc(C(=O)NC(=S)Nc2nc3ccccc3s2)cc1,?,.
NNC1=N[C@H]2CS(=O)(=O)C[C@H]2S1,10%,11
O=c1c2cc(-c3ccccc3)sc2nc2n1N=C(c1cccs1)CS2,13%,-2
O=C(CSc1nc2scc(-c3ccccc3)c2c(=O)[nH]1)NCCc1ccccc1,4%,24
CCCS(=O)(=O)c1cscc1NC(=O)c1c(-c2c(F)cccc2Cl)noc1C,?,.
O=C(CSc1nc2ccccc2s1)NNC(=S)Nc1ccc(Br)cc1,-1%,-6
COc1ccccc1N/C(N)=N/c1nc(CSc2nc3ccccc3s2)cc(=O)[nH]1,13%,11
CCOC(=O)c1c(C)[nH]c(C(=O)CSc2nnc(-c3cccs3)n2Cc2ccccc2)c1C,-9%,4

# Continued:
SMILES,Lipid storage S3,Lipid storage S3 cell count max
Cc1ccccc1Cn1c(=O)n(-c2ccccc2)c(=O)c2ccc(C(=O)NCc3ccco3)cc21,2%,5
COC(=O)c1ccc(NC(=O)C2CC(=O)N(c3ccc(C)cc3)C2)cc1 (stereo not drawn),8%,0
Cc1cc(S(=O)(=O)NC2CCCC2)ccc1F,i,-24
COc1cccc(N2CC(C(=O)NNC(=O)c3ccc(Cl)cc3)CC2=O)c1 (stereo not drawn),26%,-1
COc1ccc(-c2[nH]ncc2CN(C)C(C)c2ccon2)c(OC)c1 (stereo not drawn),?,.
NC(=O)c1c(/N=C/c2cccnc2)sc2c1CCCC2,1%,6
COc1ccc(NC(=O)OC(CN2CCCCC2)C(F)(F)F)cc1 (stereo not drawn),-11%,-18
O=C(COC(=O)C12CC3CC(CC(C3)C1)C2)Nc1ccc2[nH]c(=O)[nH]c2c1,i,.
Cc1ccc(S(=O)(=O)N2CCCC2C(=O)Nc2cc(C)on2)cc1 (stereo not drawn),?,.
CC(C)(C)C1CCc2c(C(=O)N/N=C/c3cccs3)csc2C1 (stereo not drawn),?,.
CC(=O)N(C)c1ccc(NC(=O)Nc2ccc(C)cc2)cc1,15%[9.22 µM],-7
CC(C)Cc1cc(C(=O)NCCN2CCOCC2)no1,4%,3
Cc1ccc(NC(=O)NCc2ccccn2)cc1Cl,-7%,.
Cc1cc(SCc2ccc(F)cc2)nc(=O)[nH]1,-9%,-6
CCOCCCn1c(C)nc2c(c1=O)c1nc3ccccc3nc1n2-c1ccc(C)cc1,5%,16
CN(C)S(=O)(=O)N1CCN(c2cccc(Cl)c2)CC1,i,9
Cc1c(Cc2ccccc2)c(=O)n2c([nH]c3ccccc32)c1C#N,-16%,-8
CCCOc1ccc(N2C(=O)CC(N(Cc3ccco3)C(=O)CC)C2=O)cc1 (stereo not drawn),7%,1
C/C(=C\c1ccccc1)C(=O)N1CCN(Cc2ccc3c(c2)OCO3)CC1,?,.
CCCCNC(=O)CSc1nnc(-c2cccc(S(=O)(=O)N3CCOCC3)c2)o1,?,.

# 3 structures already listed, sorted by count of non-hydrogen atoms, rising:
SMILES,Lipid storage S3,Lipid storage S3 cell count max
CCOC(=O)c1c(C)[nH]c(C)c1C(=O)COC(=O)c1c(OC)cccc1OC,?,.
CCC(C)c1ccccc1N1CC(C(=O)Nc2ccc(C)c(S(=O)(=O)N3CCOCC3)c2)CC1=O (stereo not drawn),?,.
CN(C(=O)c1ccc(NC(=O)Cc2cccc(NC(=O)C3CCCN(C(=O)C4CCC4)C3)c2)cc1)C1CCCC1 (stereo not drawn),?,.

# (more compounds)
SMILES,Lipid storage S3,Lipid storage S3 cell count max
Cc1ccc(NC2=C(N3CCCCC3)C(=O)c3ccccc3C2=O)cc1,i,.
COc1cc(OC)cc(C(=O)NCC(=O)N2CCC(C)CC2)c1,?,.
N#CCCn1c(C(C#N)(CCC#N)CCC#N)nc2ccccc21,?,.
Cc1ccc(CN(C(=O)c2csnn2)C(C(=O)NC2CCCC2)c2cccnc2)cc1 (stereo not drawn),?,.
COc1ccc(CN(C(=S)Nc2ccccc2)C2CC(=O)N(c3ccccc3)C2=O)cc1 (stereo not drawn),-14%,-9
O=C(Nc1nnc(S(=O)(=O)Nc2ccccc2)s1)C1CCCCC1,13%,-10
CCCCN1C(=O)CC(Sc2ccccc2C(=O)O)C1=O (stereo not drawn),0%,13
CCCn1c(SCC(=O)NC(C)(C)C)nnc1-c1ccco1,12%,12
CC(=O)Nc1cccc(NC(=O)CCc2ccccc2)c1,?,.
Cc1oc(C(C)(C)C)cc1C(=O)NCc1ccc2c(c1)OCO2,?,.
C/C(CC(=O)Nc1ccc2c(c1)OCCO2)=N\NC(=O)Cc1ccc(Cl)cc1,i,.
Cc1onc(-c2ccccc2)c1C(=O)OCC(=O)c1ccccc1,16%,-8
O=C(NCc1ccc2c(c1)OCO2)C(=O)Nc1cc2c3c(c1)CC(=O)N3CCC2,?,.
Cc1ccc(C(=O)O/N=C(\N)c2ccc(Br)cc2)cc1C,i,.
COc1ccc(Oc2nnc(C)c3ccccc23)cc1,?,.
COc1ccc2cc(-c3ccccc3)c(=O)oc2c1,?,.
